A549 viability: A549 cytotoxicity, counter-screen for Nrf2 inhibitors. A549 ARE-Fluc cells, CellTiter-Fluor viability, 18-24 h. Potency, µM (titrated, usually from 46 µM), without a hit: at the top dose activity change, negative = cytotoxicity, most hits filed as inhibitors. 0.16% of 390,000 active. AID 504648; note: potency is the fitted concentration of half-maximal effect; % is set by controls: 0 for no effect and ±100 for the full control effect
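A549 ARE-Fluc cells in 5% FBS OPTI-MEM, 5000 cells/well, rested 2 h then exposed to compounds in concentration-response for 18-24 h at 37 °C. Viability by CellTiter-Fluor fluorescence (Ex 405/Em 525) after 30 min; luciferase luminescence (BugLite, 15 min, RT) read afterwards.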
Nrf2 inh: Nrf2 pathway inhibition | A549 ARE-Fluc reporter, luciferase luminescence, 18-24 h | 2.1% of 360,000 active | Potency, µM (series often up to 46 µM), for the others: top-dose activity change, negative = inhibition, actives largely listed as inhibitors; note: potency is the fitted concentration of half-maximal effect; % is set by controls: 0 for no effect and ±100 for the full control effect; nearly all actives have a fitted effect of over 60% in size
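In this cell-based qHTS, ARE-driven firefly luciferase in A549 cells reports Nrf2 activity; the luminescent signal after BugLite lysis is the measured value, with a prior CellTiter-Fluor read for cell health.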
MmCpn inh: inhibitors of Methanococcus maripaludis chaperonin (MmCpn); purified Mm-Cpn ATPase, ADP Transcreener TR-FRET; Potency, µM (titrated, usually from 76.9 µM), inactives show at the top dose activity, negative = inhibition, most hits filed as inhibitors; 0.031% of 330,000 active; note: potency is the fitted concentration of half-maximal effect; % is set by controls: 0 for no effect and ±100 for the full control effect; nearly all actives have a fitted effect of over 80% in size
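Reaction buffer contained 30 mM Tris pH 7.4, 100 mM KCl, 5 mM MgCl2 and 1 mM DTT. Mm-CPN (25 nM final) hydrolysed 10 uM ATP over 30 min at 37°C; ADP was read by HTRF.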
Nrf2 ARE act: activators of Nrf2 (ARE) signaling; AID 624171; AREc32 ARE-luciferase reporter (MCF7-derived line), luminescence, 24 h; 0.31% of 410,000 active; Potency, µM (titrated, usually from 46.1 µM), for the others: at the highest dose activation, most hits filed as activators; note: potency is the fitted concentration of half-maximal effect; % of control where 0% means no effect; nearly all actives have a fitted effect of over 65% in size
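For detection, Steady-Glo was added and plates sat 30 min at RT; before that, AREc32_Fluc cells grown overnight in OPTI-MEM/5% FBS had been treated with 23 nL compound for 24 hr at 37 deg C.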
Akt phos inh: blocks phosphorylation of Akt. Neuro2A IGF-stimulated pAkt S473 HTRF, 20 min; stronger effect = lower value. activity change, % for hits at 50 µM. 0.32% of 360,000 active. AID 651550; in the data active = activity change below about -80%; inconclusive = mostly about -51% to -80%; note: % is set by controls: 0 for no effect and ±100 for the full control effect
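Neuro2A cells in DMEM with 0.5% FBS, overnight at 37 deg C, given compound at single 50 µM final, then IGF (6 nM final) for 20 min at 37 deg C. Lysed; phospho-Akt Ser473 by HTRF after 24 h, 665/615 ratio.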
EPAC2 ag: activates human EPAC2 exchange factor; Q8WZA2; EPAC2 activation, biochemical qHTS; response scale: 100% = 6.5 mM cAMP response; Potency, µM (highest dose often 154 µM), for inactives: top-dose activation, actives largely listed as activators; 0.079% of 360,000 active; note: potency is the fitted concentration of half-maximal effect; nearly all actives have a fitted effect of over 50% in size
Target sequence (Q8WZA2 whole entry, looked up): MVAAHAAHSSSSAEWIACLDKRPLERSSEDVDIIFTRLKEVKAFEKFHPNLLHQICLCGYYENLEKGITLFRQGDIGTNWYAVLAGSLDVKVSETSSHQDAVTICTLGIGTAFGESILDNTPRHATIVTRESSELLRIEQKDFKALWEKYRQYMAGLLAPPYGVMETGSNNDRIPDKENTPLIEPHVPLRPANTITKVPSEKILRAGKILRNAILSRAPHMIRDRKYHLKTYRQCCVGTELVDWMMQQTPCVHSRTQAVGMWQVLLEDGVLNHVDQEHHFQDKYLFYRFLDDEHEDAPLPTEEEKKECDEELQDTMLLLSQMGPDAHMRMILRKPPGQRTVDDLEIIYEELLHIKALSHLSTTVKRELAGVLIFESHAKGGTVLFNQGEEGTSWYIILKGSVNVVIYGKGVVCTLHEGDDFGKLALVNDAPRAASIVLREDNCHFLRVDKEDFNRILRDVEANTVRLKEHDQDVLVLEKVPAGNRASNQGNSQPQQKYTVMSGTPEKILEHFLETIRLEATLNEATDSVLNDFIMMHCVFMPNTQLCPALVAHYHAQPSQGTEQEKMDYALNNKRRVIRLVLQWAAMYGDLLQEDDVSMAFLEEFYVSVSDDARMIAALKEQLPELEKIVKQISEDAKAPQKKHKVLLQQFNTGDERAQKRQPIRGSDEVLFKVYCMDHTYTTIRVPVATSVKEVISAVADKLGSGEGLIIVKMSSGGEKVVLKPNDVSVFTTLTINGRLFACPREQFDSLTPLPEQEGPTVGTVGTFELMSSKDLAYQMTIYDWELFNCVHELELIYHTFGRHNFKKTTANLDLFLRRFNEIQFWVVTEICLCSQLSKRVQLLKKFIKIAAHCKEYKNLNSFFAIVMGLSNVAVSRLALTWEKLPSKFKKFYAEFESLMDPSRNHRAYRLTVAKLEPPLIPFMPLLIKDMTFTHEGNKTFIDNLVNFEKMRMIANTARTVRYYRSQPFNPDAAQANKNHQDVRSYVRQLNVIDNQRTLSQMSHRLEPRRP
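Readout is BODIPY fluorescence (480 nm excitation, 540 nm emission), which falls as labeled GDP is exchanged off Rap1B. EPAC2 at 100 nM acted on 250 nM RAP1B-BODIPY-GDP with 50 uM GDP present.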
EPAC2 antag: blocks human EPAC2 exchange factor; Q8WZA2; EPAC2 GEF exchange of Rap1B-BODIPY-GDP, fluorescence; Potency, µM (highest dose often 114 µM), for the others: at the highest dose activity, negative = inhibition, actives largely listed as inhibitors; 0.18% of 360,000 active; note: potency is the fitted concentration of half-maximal effect; % is set by controls: 0 for no effect and ±100 for the full control effect; nearly all actives have a fitted effect of over 45% in size; many of its hits are not listed in these tables
TGFb inhibitor: blocks TGF-b signaling; 1.2% of 410,000 active; HepG2 CAGA-GFP TGF-b/SMAD3 reporter, GFP fluorescence, 18 h; TGF-beta stimulated, 500 pg/mL final; Potency, µM (doses to about 46.1 µM), without a hit: at the highest dose activity, negative = inhibition, hits mostly inhibitors; note: potency is the fitted concentration of half-maximal effect; % is set by controls: 0 for no effect and ±100 for the full control effect; nearly all actives have a fitted effect of over 65% in size
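Cell-based qHTS in HEPG2 carrying a CAGA-GFP Smad reporter; compounds added before 500 pg/mL final TGF-beta, 18 h incubation at 37 degrees C, GFP fluorescence quantified per cell by imaging cytometry.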
CCT chaperon mod: modulators of cytosolic chaperonin (CCT/TRiC) activity | purified chaperonin ATPase assay, HTRF ADP detection, 30 min | activity change, % (test concentration not listed), hits read low | 0.3% of 360,000 active; in the data active = activity change below about -30%; note: % is set by controls: 0 for no effect and ±100 for the full control effect
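First, chaperonin was dispensed at 40 nM or 20 nM final depending on batch activity. Next, compounds were pinned at 76 uM and ATP added at 10 uM. After 30 min at 37 °C, ADP detection reagents ran 30 min at ambient temperature.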
Active calls of the source: *; i = inactive; ? = inconclusive; . = no result given; [ ] = dose if it differs, or a comment. Unless noted, calls come from the whole dose curve; as a rule, active = well fitted curve in the direction sought with a large enough effect; inconclusive = small, poorly fitted or top-dose-only effect, or another doubt; inactive = no such curve, though single readings can be large; an effect the other way counts as inactive or inconclusive. A portion of the library, so the mix of outcomes need not match the whole.

Results follow in this order: A549 viability	Nrf2 inh	MmCpn inh	Nrf2 ARE act	Akt phos inh	EPAC2 ag	EPAC2 antag	TGFb inhibitor	CCT chaperon mod
- COc1ccc(CN(CC2CCC(C(=O)O)CC2)C(=S)Nc2ccccc2C)cc1 (stereo not drawn)
  2.2%	-3.9%	-2.8%	-0.9%	i	4.6%	-2.5%	3.0%	1.3
- Cc1cc(NC(=O)Nc2c[nH]c(=O)[nH]c2=O)ccc1Br
  0.7%	6.0%	-1.6%	-0.3%	i	11.3%	19.7%	1.1%	-0.3
- Cc1cc(C)c2c(N)c(C(=O)N/N=C/c3cccnc3)sc2n1
  -2.2%	0.0%	-3.6%	2.6%	i	7.4%	-1.4%	-18.9%	-1.0
- COc1cc(Cl)ccc1OCc1cc(C(=O)N2CCN(C)CC2)no1
  4.3%	9.9%	-1.4%	0.2%	i	1.4%	0.1%	10.4%	1.0
- O=C(Nc1ccc(O)cc1)c1ccc(NC(=O)c2ccco2)cc1
  -9.0%	-23.0%	1.1%	3.4%	i	6.7%	22.8%	?	0.7
- Cc1oc(-c2cccs2)nc1CN1CCC(C(=O)N2CCCC2)CC1
  4.2%	1.6%	0.8%	3.3%	i	1.7%	-10.5%	-15.6%	1.4
- CCN1CCN(CC(O)COc2cccc(OC)c2)CC1 (stereo not drawn)
  21.6%	.	-1.4%	-0.5%	i	-0.8%	10.1%	0.0%	0.5
- CC1(Cc2ccc(F)c(Cl)c2)C(=O)Nc2c(Cl)cccc21 (stereo not drawn)
  .	.	.	0.3%	i	7.2%	?	-23.2%	-4.7
- Fc1ccc(-c2csc(N3CCC(c4ccccc4)C3)n2)cc1 (stereo not drawn)
  -11.8%	?	-10.6%	3.3%	i	9.5%	-17.4%	?	0.5
- NC(=S)N/N=C/c1ccc2ccccc2c1
  6.8%	10.8%	3.6%	4.7%	i	9.3%	-5.2%	-0.6%	1.1
- O=C(CSc1ccc2nnc(-c3cccs3)n2n1)N1CCCC1
  0.1%	-0.8%	2.3%	1.3%	i	5.0%	17.4%	21.2%	-0.6
- CCC(=O)N1CCn2c1nc1ccccc12
  -10.7%	20.7%	1.5%	0.2%	i	4.1%	-0.5%	-5.3%	-1.6
- CC1(C)C(c2cccs2)=[N+]([O-])C2(CCCCC2=O)N1O (stereo not drawn)
  -0.2%	4.5%	?	0.0%	i	6.6%	18.8%	-6.2%	3.1
- Cc1noc(C)c1COc1ccccc1C(=O)NC1CCC(C)CC1 (stereo not drawn)
  2.9%	0.9%	1.7%	0.1%	i	9.7%	-6.8%	-0.1%	-3.3
- CCCCc1ccc(NC(=O)C(C)CC)cc1 (stereo not drawn)
  0.0%	2.0%	2.3%	2.1%	i	-4.6%	-12.7%	5.2%	-0.6

In another format: 6 of the compounds above
smiles | A549 viability | Nrf2 inh | MmCpn inh | Nrf2 ARE act | Akt phos inh | EPAC2 ag | EPAC2 antag | TGFb inhibitor | CCT chaperon mod
COc1ccc(CN(CC2CCC(C(=O)O)CC2)C(=S)Nc2ccccc2C)cc1 (stereo not drawn) | 2.2% | -3.9% | -2.8% | -0.9% | i | 4.6% | -2.5% | 3.0% | 1.3
CC1(Cc2ccc(F)c(Cl)c2)C(=O)Nc2c(Cl)cccc21 (stereo not drawn) | . | . | . | 0.3% | i | 7.2% | ? | -23.2% | -4.7
O=C(CSc1ccc2nnc(-c3cccs3)n2n1)N1CCCC1 | 0.1% | -0.8% | 2.3% | 1.3% | i | 5.0% | 17.4% | 21.2% | -0.6
Fc1ccc(-c2csc(N3CCC(c4ccccc4)C3)n2)cc1 (stereo not drawn) | -11.8% | ? | -10.6% | 3.3% | i | 9.5% | -17.4% | ? | 0.5
CCN1CCN(CC(O)COc2cccc(OC)c2)CC1 (stereo not drawn) | 21.6% | . | -1.4% | -0.5% | i | -0.8% | 10.1% | 0.0% | 0.5
CCCCc1ccc(NC(=O)C(C)CC)cc1 (stereo not drawn) | 0.0% | 2.0% | 2.3% | 2.1% | i | -4.6% | -12.7% | 5.2% | -0.6

(next part)
Results follow in this order: A549 viability	Nrf2 inh	MmCpn inh	Nrf2 ARE act	Akt phos inh	EPAC2 ag	EPAC2 antag	TGFb inhibitor	CCT chaperon mod
- CCOc1ccc(S(=O)(=O)Nc2ccc(O)c(Sc3ncn[nH]3)c2)cc1
  7.0%	10.8%	1.7%	-0.5%	i	3.3%	1.2%	-11.9%	-38.4*
- CCCCOc1ccc(C(=O)N2CCC(C)CC2)cc1
  2.8%	-1.4%	-1.8%	3.1%	.	-83.8%[inhibitor][15.6 µM]	-5.4%	-3.2%	2.3
- CN(CC(=O)N1CCCCCC1)S(=O)(=O)c1ccc(Br)cc1
  -9.0%	-16.3%	1.1%	-0.1%	i	-6.5%	-10.6%	-2.8%	-0.9
- CC1(C)CC(=O)C(=Cc2cn(CCC#N)nc2-c2ccc(F)cc2)C(=O)C1
  0.8%	-7.6%	0.2%	-0.3%	i	5.7%	1.0%	-4.2%	0.9
- O=C(CCNS(=O)(=O)c1ccccc1)N1CCCC1
  2.5%	4.7%	2.6%	0.2%	i	-4.3%	10.9%	0.9%	-0.4
- Cc1nn(-c2ccccc2)c2c1N(CC(=O)N1CCN(c3ccc(Cl)cc3)CC1)C(=O)CS2
  -6.9%	?	.	0.2%	.	.	.	?	.
- O=S1(=O)N=C(N(CCO)/N=C/c2ccc(Br)cc2)c2ccccc21
  -2.0%	-14.5%	0.6%	-0.2%	i	7.7%	-1.0%	9.5%	-0.4
- O=C(NCc1cn2ccsc2n1)c1cccs1
  -11.2%	18.5%	1.7%	13.8%	i	2.0%	-12.3%	-1.7%	1.8
- COc1cc(/C=N/Nc2ccccc2)ccc1O
  -13.2%	-15.4%	-8.2%	4.9%	i	7.5%	0.3%	2.7%	2.3
- CC(=O)NNC(=S)Nc1cccc(F)c1
  0.2%	-12.2%	?	-0.1%	i	4.8%	-4.7%	5.3%	-0.1
- COC(=O)c1[nH]c2cc(OC)ccc2c1NC(=O)CN1CCC(C(N)=O)(N2CCCCC2)CC1
  -2.7%	.	1.1%	-0.1%	i	-4.4%	5.9%	-9.0%	-2.1
- COCCNC(=S)N1CCC(Cc2ccccc2)CC1
  1.0%	-28.8%	2.3%	-0.5%	i	0.3%	-3.1%	-17.9%	-0.9
- FC(F)(F)c1ccc2c(c1)N1CCCC1CN2 (stereo not drawn)
  2.7%	1.0%	-2.6%	0.3%	i	8.0%	-8.1%	1.4%	-0.2
- CN(C)S(=O)(=O)c1cccc(NC(=O)CC23CC4CC(CC(C4)C2)C3)c1
  10.7%	-4.9%	0.6%	0.8%	i	-1.2%	-13.2%	0.0%	-3.2
- COc1cccc(CN2CCN(Cc3cccc4nonc34)CC2CCO)c1 (stereo not drawn)
  -1.4%	0.8%	0.1%	-0.1%	i	5.6%	-0.6%	-7.6%	-0.4
- CCc1cccc(C)c1NC(=O)CN1C(=O)NC(Cc2ccccc2)C1=O (stereo not drawn)
  -1.5%	3.5%	0.7%	0.5%	i	0.9%	9.1%	0.7%	0.1
- COc1ccc(C(c2c(NC(C)=O)sc3c2CCCC3)N2CCN(CCO)CC2)cc1OC (stereo not drawn)
  3.1%	0.5%	1.2%	4.4%	i	3.0%	-7.6%	-2.2%	0.8
- CC(C)(C)c1cc(NC(=O)C2(C)CCN2C(=O)C2(c3ccccc3)CC2)no1 (stereo not drawn)
  .	.	.	-1.0%[9.22 µM]	i	6.4%	-2.0%	3.2%	0.7
- O=C(O)c1ccc(S(=O)(=O)Nc2ccc3c(c2)OCCO3)cc1
  -9.0%	9.9%	-1.8%	-0.7%	i	5.7%	4.3%	-0.2%	0.0
- O=C(NCC(=O)N(c1ccc(Cl)cc1)C(C(=O)NC1CCCC1)c1cccnc1)c1ccco1 (stereo not drawn)
  0.5%	1.4%	0.4%	0.5%	i	6.2%	-8.3%	10.8%	-2.3
- O=C1CCC(=O)N1c1ccccc1
  1.8%	-0.4%	1.8%	0.0%	i	4.2%	13.9%	-4.1%	0.3
- COCCN(C(=O)COC(=O)Cc1ccc(Cl)cc1)c1c(N)n(Cc2ccccc2)c(=O)[nH]c1=O
  .	.	.	0.4%	i	10.4%	18.8%	9.8%	-1.3
- Cc1ccc(NC(=O)CC2(CC(=O)O)CCCC2)c(C)c1
  2.6%	4.0%	-0.3%	-0.6%	i	4.1%	-6.5%	-1.2%	-5.0
- COCCn1cnc2c1c(=O)n(CC#N)c(=O)n2Cc1ccccc1
  1.8%	5.5%	-1.9%	-0.3%	i	-4.2%	16.9%	0.1%	0.7
- COCCn1c(=O)[nH]c2cc(C(=O)Nc3cccc(F)c3)ccc2c1=O
  18.0%	?	-8.2%	9.8%	i	8.9%	8.3%	-10.1%	1.7
- O=C(CN1C(=O)NC2(CCCCCC2)C1=O)Nc1ccc(Br)cc1Br
  -10.4%	-2.7%	1.9%	0.0%	i	10.7%	-3.0%	11.6%	0.8
- CCCCN(C(=O)COC(=O)C1(c2ccccc2)CC1)c1c(N)n(CCC)c(=O)[nH]c1=O
  .	.	.	0.2%	i	1.8%	-22.2%	0.2%	-1.4
- CCOc1ccc(CN2CCNC(=O)C2CC(=O)NCc2cc(C)n(C)n2)cc1 (stereo not drawn)
  -7.3%	12.3%	1.6%	0.2%	i	-1.3%	15.3%	8.8%	0.0

Compound activity deposited in PubChem BioAssay by National Center for Advancing Translational Sciences (NCATS).
